Screens from PubChem BioAssay.
A549 viability: kills or reduces viability of A549 cells in Nrf2 counter-screen; A549 ARE-Fluc cells, CellTiter-Fluor viability, 18-24 h; Potency, µM (highest dose often 46 µM), for the others: top-dose activity change, negative = cytotoxicity, most hits filed as inhibitors; AID 504648; 0.16% of 390,000 active; note: potency is the fitted concentration of half-maximal effect; % is set by controls: 0 for no effect and ±100 for the full control effect
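A549 ARE-Fluc cells in 5% FBS OPTI-MEM, 5000 cells/well, rested 2 h then exposed to compounds in concentration-response for 18-24 h at 37 °C. Viability by CellTiter-Fluor fluorescence (Ex 405/Em 525) after 30 min; luciferase luminescence (BugLite, 15 min, RT) read afterwards.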
ATXN viability: viability counter-screen for ATXN expression inhibitors | S2 cells (HEK-293 line with an ATXN2-luciferase reporter) viability, CellTiter-Fluor protease fluorescence, 24 h | AID 651635 | Potency, µM (titrated, usually from 56.7 µM), most hits filed as cytotoxic | 0.49% of 400,000 active; note: potency is the fitted concentration of half-maximal effect; nearly all actives have a fitted effect of over 40% in size
IL-1B inflam inh: blocks inflammasome-driven IL-1 beta release; AID 743279; activity change, % at 57.5 µM; 4.7% of 360,000 active; THP-1 LPS/ATP IL-1B secretion, AlphaLISA, 16 h; active compounds read low; in the data active = activity change below about -50%; inconclusive = mostly about -30% to -49%; note: % is set by controls: 0 for no effect and ±100 for the full control effect
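THP-1 cells pretreated 1 hr with compounds (up to 57.5 uM final), then stimulated with LPS (250 ng/mL final) plus ATP (1.25 mM final); secreted IL-1B measured by AlphaLISA after 16 hr, decreased signal indicating inhibition.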
TGFb inhibitor: TGF-b pathway inhibition. 1.2% of 410,000 active. Potency, µM (doses to about 46.1 µM), for inactives: top-dose activity, negative = inhibition, usual class: inhibitors. HepG2 CAGA-GFP TGF-b/SMAD3 reporter, GFP fluorescence, 18 h; TGF-beta stimulated, 500 pg/mL final; note: potency is the fitted concentration of half-maximal effect; % is set by controls: 0 for no effect and ±100 for the full control effect; nearly all actives have a fitted effect of over 65% in size
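Inhibition of TGF-beta-driven CAGA-GFP reporter expression in HEPG2 cells is measured by cellular GFP fluorescence after 18 h stimulation with 500 pg/mL recombinant TGF-beta in 1% FBS medium at 37 degrees C.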
Nrf2 block: Nrf2 pathway inhibition; A549 ARE-Fluc reporter, luciferase luminescence, 18-24 h; Potency, µM (top dose mostly 46 µM), for inactives: at the top dose activity change, negative = inhibition, actives largely listed as inhibitors; 2.1% of 360,000 active; AID 504444; note: potency is the fitted concentration of half-maximal effect; % is set by controls: 0 for no effect and ±100 for the full control effect; nearly all actives have a fitted effect of over 60% in size
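Concentration-response testing used A549 ARE_Fluc cells at 5000 cells/well. Following an 18-24 h compound incubation, viability was read by fluorescence (Ex 405/Em 525) and luciferase output by luminescence.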
Nrf2 activator: activates Nrf2 signaling. AREc32 ARE-luciferase reporter (MCF7-derived line), luminescence, 24 h. Potency, µM (titrated, usually from 46.1 µM), for inactives: at the highest dose activation, usual class: activators. 0.31% of 410,000 active. AID 624171; note: potency is the fitted concentration of half-maximal effect; % of control where 0% means no effect; nearly all actives have a fitted effect of over 65% in size
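AREc32_Fluc, 1000 cells/well, OPTI-MEM + 5% FBS, o/n 37 deg C 5% CO2; 23 nL cpd by pin tool, 24 hr; Steady-Glo 30 min RT, luminescence.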
HepG2 viability: counter-screen for TGF-b inhibitors: cytotoxicity in HepG2 cells; HepG2 CAGA-GFP viability, ATP luminescence, 18 h; 0.76% of 410,000 active; AID 588856; Potency, µM (series often up to 46.1 µM), without a hit: top-dose activity change, negative = cytotoxicity, actives largely listed as cytotoxic; note: potency is the fitted concentration of half-maximal effect; some results filed as inactive show a strong effect at the top dose
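HepG2 CAGA-GFP cells (1000/well, DMEM with 1% FBS) received compound, then TGF-beta at 500 pg/mL final, and were incubated 18 hours at 37 degrees C. Viability was read by CellTiter-Glo luminescence. Media-only wells were set as complete cell-killing and DMSO as no toxicity.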
ATXN2 expr inh: reduces ATXN2 reporter expression in HEK-293 cells. AID 1745845. 0.72% of 360,000 active. HEK-293 ATXN2-luciferase reporter, luminescence, 24 h. Potency, µM (highest dose often 57 µM), without a hit: top-dose activity change, negative = inhibition, actives largely listed as inhibitors; note: potency is the fitted concentration of half-maximal effect; % is set by controls: 0 for no effect and ±100 for the full control effect; nearly all actives have a fitted effect of over 55% in size
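qHTS (up to 57 uM final) was run with 24 h compound exposure of reporter cells at 37 °C. Each well was multiplexed: SteadyGlo luminescence measured ATXN2-luciferase expression after a fluorogenic Gly-Phe-AFC viability readout (25 uM final).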
MCF10A rereplic: inducers of DNA re-replication in MCF 10A breast cells; MCF 10A DNA re-replication, Hoechst nuclear intensity, 48 h; Potency, µM (highest dose often 46.1 µM), without a hit: at the highest dose activity, positive = re-replication, usual class: activators; 2.9% of 350,000 active; note: potency is the fitted concentration of half-maximal effect; % of control where 0% means no effect; nearly all actives have a fitted effect of over 50% in size
Numbers without * were called inactive; [ ] = another dose, or the depositor's remark. Unless noted, calls come from the whole dose curve; as a rule, active = well fitted curve in the direction sought with a large enough effect; inconclusive = small, poorly fitted or top-dose-only effect, or another doubt; inactive = no such curve, though single readings can be large; an effect the other way counts as inactive or inconclusive.

What do the screens show for `CCC(NC(=O)c1cc(COc2c(F)cccc2F)on1)c1ccncc1` (stereo unspecified)?
A549 viability: 2%; ATXN viability: inactive; IL-1B inflam inh: 8; TGFb inhibitor: 7%; Nrf2 block: -4%; Nrf2 activator: -0.8%; HepG2 viability: 3%; ATXN2 expr inh: -1%; MCF10A rereplic: 0%

How did Cc1ccccc1-n1nc2c(c1NC(=O)CCCl)CSC2 do in these assays?
A549 viability: 15%; ATXN viability: inactive; IL-1B inflam inh: 15; TGFb inhibitor: 2%; Nrf2 block: 2%; Nrf2 activator: 16%; HepG2 viability: -6%; MCF10A rereplic: -11%

How did Cc1cc(C)nc(SCC(=O)Nc2ncc(Cc3ccc(Cl)c(Cl)c3)s2)n1 do in these assays?
A549 viability: inconclusive; ATXN viability: inconclusive; IL-1B inflam inh: -11; TGFb inhibitor: -2%; Nrf2 block: inconclusive; Nrf2 activator: 0.3%; HepG2 viability: -11%; ATXN2 expr inh: inconclusive; MCF10A rereplic: inconclusive

How did CC(C)OCCCNC(=O)c1ccc(C2SCC(=O)N2Cc2ccco2)cc1 (stereo unspecified) do in these assays?
A549 viability: 2%; ATXN viability: inactive; IL-1B inflam inh: inconclusive; TGFb inhibitor: 8%; Nrf2 block: -25%; Nrf2 activator: 0.4%; HepG2 viability: 7%; ATXN2 expr inh: 8%; MCF10A rereplic: 11%

How did Cc1ccc(C)n1-c1ccc(-n2cnnn2)cc1 do in these assays?
A549 viability: inconclusive; ATXN viability: inactive; IL-1B inflam inh: -7; TGFb inhibitor: -3%; Nrf2 block: 4%; Nrf2 activator: 0.4%; HepG2 viability: -5%; ATXN2 expr inh: -8%; MCF10A rereplic: 6%

What do the screens show for `Cc1nc(NC(=O)COC(=O)c2ccc(S(=O)(=O)N3CCc4ccccc4C3)cc2)c(Cl)cc1Cl`?
A549 viability: -1%; ATXN viability: inactive; IL-1B inflam inh: 23; TGFb inhibitor: 0%; Nrf2 block: 10%; Nrf2 activator: -0.3%; HepG2 viability: 10%; ATXN2 expr inh: -12%[11.3 µM]; MCF10A rereplic: 1%

What do the screens show for `CCOc1ccc(Nc2nn(-c3ccc(OC(F)(F)F)cc3)nc2C(C)=O)cc1`?
A549 viability: 1%; TGFb inhibitor: 0%; Nrf2 block: 11%; Nrf2 activator: 2.6%; HepG2 viability: -21%

Results for CNc1ncnc2c1ncn2[C@H]1CN(Cc2ccc(Cl)cc2)C[C@@H](CO)O1 ?
ATXN viability: inactive; IL-1B inflam inh: 36; TGFb inhibitor: 0%; Nrf2 activator: -0.9%; HepG2 viability: -1%; ATXN2 expr inh: 11%

How did CCC(Oc1ccccc1)C(=O)Nc1ccc(O)c(-c2nc3cc(C)ccc3o2)c1 (stereo unspecified) do in these assays?
A549 viability: 2%; Nrf2 block: 9%; Nrf2 activator: 28%; HepG2 viability: -5%

How did CCc1c(C)sc2nc(C(C)C)nc(SCC(=O)N3CCc4ccccc4C3)c12 do in these assays?
A549 viability: -21%; ATXN viability: inconclusive; IL-1B inflam inh: -67*; TGFb inhibitor: -15%; Nrf2 block: inconclusive; Nrf2 activator: -0.4%; HepG2 viability: 1%; ATXN2 expr inh: -25%; MCF10A rereplic: 0%

Results for COc1cc2cc(C(=O)NCCc3c[nH]c4ccccc34)c(N)nc2cc1OC ?
ATXN viability: inconclusive; IL-1B inflam inh: inconclusive; Nrf2 activator: 5.3%; ATXN2 expr inh: inconclusive

Results for C[C@H](NC(=O)N1CCn2c1nc1ccccc12)C(=O)NCc1ccc2c(c1)OCO2 ?
A549 viability: -16%; ATXN viability: inactive; IL-1B inflam inh: inconclusive; TGFb inhibitor: 3%; Nrf2 block: -18%; Nrf2 activator: 0.0%; HepG2 viability: 2%; ATXN2 expr inh: 8%; MCF10A rereplic: -3%

Results for COC(=O)c1ccc(CNC(=O)c2coc3ccccc3c2=O)cc1 ?
A549 viability: -7%; ATXN viability: inactive; IL-1B inflam inh: 3; TGFb inhibitor: 3%; Nrf2 block: -2%; Nrf2 activator: 0.4%; HepG2 viability: -11%; MCF10A rereplic: 0%

How did COc1ccccc1N1CCN(C(c2cccs2)C(C)NC(=O)c2ccco2)CC1 (stereo unspecified) do in these assays?
A549 viability: 0%; ATXN viability: inactive; IL-1B inflam inh: 3; TGFb inhibitor: 9%; Nrf2 block: -15%; Nrf2 activator: 0.2%; HepG2 viability: 4%; ATXN2 expr inh: -12%; MCF10A rereplic: 4%

How did CN(C)c1ccc(C(C#N)c2ccc(Cl)cc2)nn1 (stereo unspecified) do in these assays?
A549 viability: 0%; ATXN viability: inactive; IL-1B inflam inh: 5; TGFb inhibitor: 3%; Nrf2 block: 27%; Nrf2 activator: 1.6%; HepG2 viability: 4%; ATXN2 expr inh: 5%; MCF10A rereplic: -10%

What do the screens show for `CCN(CC)c1ccc(C=C2C(=O)OC(C)(C(C)(C)C)OC2=O)cc1` (stereo unspecified)?
A549 viability: 0%; ATXN viability: inactive; IL-1B inflam inh: 0; TGFb inhibitor: -9%; Nrf2 block: 8%; Nrf2 activator: 0.0%; HepG2 viability: 1%; ATXN2 expr inh: 2%; MCF10A rereplic: 11%

What do the screens show for `COc1ccc([C@H]2C[C@H](O)[C@@H](n3cc(C4CC4)nn3)CN2C(=O)c2cccs2)cc1`?
ATXN viability: inactive; IL-1B inflam inh: 1; TGFb inhibitor: 6%; Nrf2 activator: 0.0%; HepG2 viability: -10%; ATXN2 expr inh: 9%

Results for O=C(CCSCc1cccc(Cl)c1)NCc1ccc(F)cc1Cl ?
A549 viability: 4%; TGFb inhibitor: inconclusive; Nrf2 activator: -1.0%; HepG2 viability: -40%

Results for COCCCNC(=O)CSc1nc2ccccc2c(=O)n1CCC(=O)NCCc1ccc(OC)c(OC)c1 ?
A549 viability: 1%; ATXN viability: inactive; IL-1B inflam inh: -16; TGFb inhibitor: -10%; Nrf2 block: -11%; Nrf2 activator: 1.7%; HepG2 viability: -4%; ATXN2 expr inh: -23%[11.3 µM]; MCF10A rereplic: 0%

How did O=C1N=C(N2CCCC2C(=O)O)S/C1=C\c1ccco1 (stereo unspecified) do in these assays?
A549 viability: -6%; ATXN viability: inactive; IL-1B inflam inh: -1; TGFb inhibitor: 7%; Nrf2 block: -12%; Nrf2 activator: 0.4%; HepG2 viability: -3%; ATXN2 expr inh: -13%; MCF10A rereplic: inconclusive

What do the screens show for `CC1CN(C2CCN(C(=O)c3ccccc3Cl)CC2)CC(C)O1` (stereo unspecified)?
A549 viability: -1%; ATXN viability: inconclusive; IL-1B inflam inh: 6; TGFb inhibitor: 8%; Nrf2 activator: -0.4%; HepG2 viability: 18%; ATXN2 expr inh: -11%; MCF10A rereplic: -2%

Results for O=C(/C=C/c1cccc([N+](=O)[O-])c1)NCCSCc1ccccc1Cl ?
A549 viability: 1%; ATXN viability: inactive; IL-1B inflam inh: inconclusive; TGFb inhibitor: -8%; Nrf2 block: -22%; Nrf2 activator: 1.3%; HepG2 viability: -30%; ATXN2 expr inh: 2%; MCF10A rereplic: 25%

Results for CC(C)Sc1ncnc2c1oc1ccccc12 ?
A549 viability: -8%; ATXN viability: inactive; IL-1B inflam inh: 33; TGFb inhibitor: -2%; Nrf2 block: inconclusive; Nrf2 activator: 16%; HepG2 viability: -17%; ATXN2 expr inh: 20%; MCF10A rereplic: 10%

How did CC(C)CCNc1nc(N)c([N+](=O)[O-])c(NCC2CCCO2)n1 (stereo unspecified) do in these assays?
A549 viability: 1%; ATXN viability: inactive; IL-1B inflam inh: 28; TGFb inhibitor: 0%; Nrf2 block: -2%; Nrf2 activator: 3.9%; HepG2 viability: -14%; ATXN2 expr inh: -15%; MCF10A rereplic: 7%

How did Cc1ccc(OCCCCn2nnc3sc4c(c3c2=O)CCCC4)cc1 do in these assays?
A549 viability: 0%; ATXN viability: inactive; TGFb inhibitor: -9%; Nrf2 block: -11%; Nrf2 activator: -0.2%; HepG2 viability: -13%; ATXN2 expr inh: 7%

How did COc1ccc(-c2cc(C(F)(F)F)n3nc(C(=O)NCc4ccco4)cc3n2)cc1 do in these assays?
A549 viability: 4%; ATXN viability: inactive; IL-1B inflam inh: 0; TGFb inhibitor: -2%; Nrf2 block: 8%; Nrf2 activator: 1.6%; HepG2 viability: 3%; ATXN2 expr inh: -1%; MCF10A rereplic: -1%

What do the screens show for `Cc1cccc(C(CC(=O)O)NC(=O)C(F)(F)F)c1` (stereo unspecified)?
A549 viability: 0%; ATXN viability: inactive; IL-1B inflam inh: 19; TGFb inhibitor: -2%; Nrf2 block: 2%; Nrf2 activator: 0.4%; HepG2 viability: 1%; ATXN2 expr inh: -13%; MCF10A rereplic: 1%

Results for Cc1nc(NCc2cccnc2)c2c3c(sc2n1)CCCC3 ?
A549 viability: 8%; ATXN viability: inactive; IL-1B inflam inh: -20; TGFb inhibitor: -5%; Nrf2 block: inconclusive; Nrf2 activator: -0.6%; HepG2 viability: -16%; ATXN2 expr inh: -21%; MCF10A rereplic: 10%

An excerpt taken from the entries so far, for reference:
What do the screens show for `CCN(CC)c1ccc(C=C2C(=O)OC(C)(C(C)(C)C)OC2=O)cc1` (stereo unspecified)?
A549 viability: 0%; ATXN viability: inactive; IL-1B inflam inh: 0; TGFb inhibitor: -9%; Nrf2 block: 8%; Nrf2 activator: 0.0%; HepG2 viability: 1%; ATXN2 expr inh: 2%; MCF10A rereplic: 11%

What do the screens show for `COc1ccc([C@H]2C[C@H](O)[C@@H](n3cc(C4CC4)nn3)CN2C(=O)c2cccs2)cc1`?
ATXN viability: inactive; IL-1B inflam inh: 1; TGFb inhibitor: 6%; Nrf2 activator: 0.0%; HepG2 viability: -10%; ATXN2 expr inh: 9%
